Dicer inh: blocks human Dicer maturation of pre-miR-21; Q9UPY3; cat-ELCCA pre-miR-21 Dicer processing, chemiluminescence; stronger effect = higher value; z-score at 25 µM; actives 6% (n = 47,000); AID 1347074; in the data active means z-score above about 3, passing the limit was not always enough;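 further: plate controls were vehicle for no effect and no enzyme for full effect; higher signal means more uncleaved substrate so more Dicer inhibition; strong numbers were not always called active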
Target sequence (Q9UPY3 whole entry, looked up): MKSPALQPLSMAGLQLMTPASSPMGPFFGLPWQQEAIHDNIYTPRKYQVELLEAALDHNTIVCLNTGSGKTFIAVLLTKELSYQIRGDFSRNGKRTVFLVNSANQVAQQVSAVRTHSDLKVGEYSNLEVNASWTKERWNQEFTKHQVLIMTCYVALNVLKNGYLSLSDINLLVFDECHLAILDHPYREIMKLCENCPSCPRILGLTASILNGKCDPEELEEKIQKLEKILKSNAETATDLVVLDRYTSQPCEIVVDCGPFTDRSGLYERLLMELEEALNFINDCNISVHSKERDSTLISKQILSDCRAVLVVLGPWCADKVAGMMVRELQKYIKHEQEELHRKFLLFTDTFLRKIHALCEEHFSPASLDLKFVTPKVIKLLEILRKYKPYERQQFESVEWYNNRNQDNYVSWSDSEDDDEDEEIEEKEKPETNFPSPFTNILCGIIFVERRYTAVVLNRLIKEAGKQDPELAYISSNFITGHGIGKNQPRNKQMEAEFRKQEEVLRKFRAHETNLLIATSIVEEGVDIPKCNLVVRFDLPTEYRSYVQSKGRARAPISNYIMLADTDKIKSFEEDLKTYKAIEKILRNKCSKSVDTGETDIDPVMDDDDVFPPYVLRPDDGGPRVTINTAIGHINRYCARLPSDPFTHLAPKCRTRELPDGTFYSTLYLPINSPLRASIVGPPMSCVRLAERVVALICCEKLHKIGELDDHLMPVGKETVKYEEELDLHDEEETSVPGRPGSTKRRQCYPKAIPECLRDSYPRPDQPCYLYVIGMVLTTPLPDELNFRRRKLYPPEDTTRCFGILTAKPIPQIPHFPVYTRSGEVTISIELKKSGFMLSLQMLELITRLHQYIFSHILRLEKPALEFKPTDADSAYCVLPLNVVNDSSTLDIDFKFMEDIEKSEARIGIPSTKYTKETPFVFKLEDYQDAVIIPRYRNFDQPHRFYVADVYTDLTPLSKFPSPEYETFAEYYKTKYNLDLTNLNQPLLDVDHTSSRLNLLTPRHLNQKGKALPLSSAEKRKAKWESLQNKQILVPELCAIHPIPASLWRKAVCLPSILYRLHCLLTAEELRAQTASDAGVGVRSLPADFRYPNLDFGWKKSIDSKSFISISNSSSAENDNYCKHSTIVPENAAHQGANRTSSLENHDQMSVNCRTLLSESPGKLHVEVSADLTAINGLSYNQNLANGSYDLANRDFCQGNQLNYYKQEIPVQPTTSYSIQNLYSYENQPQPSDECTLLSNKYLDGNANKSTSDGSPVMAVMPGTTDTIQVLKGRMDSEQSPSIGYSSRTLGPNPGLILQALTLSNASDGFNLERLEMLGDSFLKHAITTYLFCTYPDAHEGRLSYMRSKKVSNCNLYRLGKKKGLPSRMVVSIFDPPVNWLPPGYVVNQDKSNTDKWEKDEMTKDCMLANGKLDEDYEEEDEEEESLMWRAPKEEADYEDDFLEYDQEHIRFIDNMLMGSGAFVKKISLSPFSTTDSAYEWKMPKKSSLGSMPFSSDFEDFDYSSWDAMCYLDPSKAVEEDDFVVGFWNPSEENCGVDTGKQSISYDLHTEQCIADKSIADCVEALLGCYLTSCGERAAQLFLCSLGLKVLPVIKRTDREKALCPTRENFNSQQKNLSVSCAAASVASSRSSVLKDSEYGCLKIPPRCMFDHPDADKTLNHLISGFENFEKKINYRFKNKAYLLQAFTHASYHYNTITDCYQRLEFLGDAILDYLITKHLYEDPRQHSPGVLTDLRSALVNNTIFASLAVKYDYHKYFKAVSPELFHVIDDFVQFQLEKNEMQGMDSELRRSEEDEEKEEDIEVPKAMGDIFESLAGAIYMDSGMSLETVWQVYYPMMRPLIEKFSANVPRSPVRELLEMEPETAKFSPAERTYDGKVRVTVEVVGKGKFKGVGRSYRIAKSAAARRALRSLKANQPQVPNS
Starred values were filed as active, the others as inactive. These rows are one share of the data; rates above refer to the full screens.

| SMILES | Dicer inh |
| --- | --- |
| CC1(C)CC(n2c(SCC(=O)c3ccc(Br)cc3)nc3ccccc3c2=O)CCO1 (configuration not stated) | 0.54 |
| O=C(O)CCc1ccc(-c2ccccc2)[nH]1 | 0.08 |
| Cc1ccc(OCc2n[nH]c(=S)n2Cc2ccccc2)c2c1CCC2 | 0.84 |
| Cc1ccc(/C(O)=C2/C(=O)C(=O)OC2c2ccc(Cl)cc2)cc1 (configuration not stated) | 1.08 |
| CCNc1nc2c(c(=O)n(C)c(=O)n2C)n1CCC(C)C | -0.64 |
| Cc1ccsc1/C=C/c1ccnc(Sc2ncccc2[N+](=O)[O-])n1 | 0.05 |
| Cc1cc(=O)[nH]c(Cc2c(Cl)cccc2Cl)n1 | -2.07 |
| CCN(CC)CCn1c(NCc2ccccn2)nc2ccccc21 | 1.69 |
| CSc1sc(C(=O)O)c2c1S(=O)(=O)N(C)c1ccsc1-2 | -0.85 |
| O=C(CSc1nnc2ccccn12)Nc1nc(-c2ccc(Cl)cc2)ns1 | -2.9 |
| Cn1nnnc1SCC(=O)N1CCN(S(=O)(=O)c2ccccc2)C1 | 0.44 |
| O=C(c1ccc(Cl)cc1)c1cc2ccccc2o1 | -0.66 |
| O=C(NCc1ccc(S(=O)(=O)Nc2ccc(Oc3c(Cl)cccc3Cl)nc2)s1)c1ccccc1 | 1.45 |
| CN(C)CCCOC(=O)c1ccc2c(c1)OCCO2 | 0.14 |
| O=c1[nH]nc(SCc2c(Cl)cccc2Cl)n1-c1ccc2c(c1)OCCO2 | -0.7 |
| O=C1C=C(NCc2ccccc2)CC(c2ccc(Cl)cc2)C1 (configuration not stated) | 0.83 |
| N#CCCN(CC1CCCO1)C(=S)Nc1cc(C(F)(F)F)cc(C(F)(F)F)c1 (configuration not stated) | -1.82 |
| CCOC(=O)c1sc(Sc2ccc(C(F)(F)F)cn2)c2c1CC(C)(C)CC2=O | 0.75 |
| Nc1ccc2nn(-c3ccc(Cl)cc3)nc2c1 | 0.28 |
| NNC(=O)COc1ccc(SC(F)(F)F)cc1 | -0.39 |
| CCOC(=O)CN1C(=O)C(O)(CC(=O)c2ccc3c(c2)OCCO3)c2ccccc21 (configuration not stated) | 2.43 |
| CC(C)(CC(=O)O)CC(=O)Nc1ccc(Br)c(C(F)(F)F)c1 | 0.37 |
| CC1Cc2ccccc2N1C(=O)c1cnn2c(C(F)F)cc(-c3ccccc3)nc12 (configuration not stated) | -2.32 |
| CCN(CC)CCCN(c1ccccc1)C1Cc2ccccc2C1 | 0.45 |
| Cc1ccc(Cc2cnc(NC(=O)C3Cc4ccc(C)cc4C(=O)O3)s2)cc1 (configuration not stated) | 0.37 |
| CSc1nnc2c(n1)[nH]c1c(C)cccc12 | 1.44 |
| CCN(CC)S(=O)C12CC3CC(CC(C3)C1)C2 (configuration not stated) | -1.34 |
| Cn1c(=O)[nH]c(=O)c2c1nc(NCCO)n2CC(O)COc1ccccc1 (configuration not stated) | 0.01 |
| COc1ccc(OC)c(C(=O)c2oc3ccc(Br)cc3c2NC(C)=O)c1 | 1.88 |
| O=C(c1cc2c(s1)-c1ccccc1CC2)N1CCN(Cc2ccccc2)CC1 | 0.72 |

Structures from the list above with a furan ring, fused or not (2):
| SMILES | Dicer inh |
| --- | --- |
| O=C(c1ccc(Cl)cc1)c1cc2ccccc2o1 | -0.66 |
| COc1ccc(OC)c(C(=O)c2oc3ccc(Br)cc3c2NC(C)=O)c1 | 1.88 |

(next part)
| SMILES | Dicer inh |
| --- | --- |
| O=S(=O)(Oc1cc(Cl)cc(Cl)c1)c1ccc(S(=O)(=O)c2ccc(C(F)(F)F)cn2)s1 | -1 |
| FC(F)(F)c1cccc(-c2nc3ccccn3n2)c1 | 2.3 |
| CC1=C2CCC(C)CC23C2C(=O)N(Cc4ccc(Cl)cc4)C(=O)C2C1C1C(=O)N(Cc2ccc(Cl)cc2)C(=O)C13 (configuration not stated) | 0.45 |
| CCCc1c(OCCCOc2ccc3c(=O)c(-c4ccccc4)coc3c2)ccc(C(C)=O)c1O | -1.33 |
| Cc1c(-c2ccccc2)cn2ccn3c(C)ccc3c12 | -1.01 |
| CC(=O)NN(C)c1ccc(C(F)(F)F)cc1[N+](=O)[O-] | -0.3 |
| CC1SCC(=NOC(=O)c2ccccc2Cl)CS1 (configuration not stated) | -1.27 |
| O=[N+]([O-])c1cccc(-c2csc(=S)n2Nc2ccccc2)c1 | -1.62 |
| CC(=O)N[C@H](C(=O)O)C(C)(C)SN=O | -4.7 |
| Cn1c(=O)c2c(nc(NCCN)n2Cc2ccc(F)cc2)n(C)c1=O | 1.31 |
| O=C1c2ccccc2C(=O)C1(CO)c1ccccc1 | -0.41 |
| CCOc1ccccc1CNCCSc1nnnn1C | 1.29 |
| CCOC(=O)c1sc(SC(C)CC)c(C#N)c1-c1ccc(Cl)cc1 (configuration not stated) | 0.13 |
| O=C(NCc1cccnc1)N1c2ccccc2Sc2ccccc21 | 0.93 |
| O=C(CN1C(=O)c2cccc3cccc(c23)C1=O)NCCN1CCOCC1 | 2.11 |
| CSc1nc2c(c(=O)[nH]1)C(c1ccc(OCc3ccccc3)cc1)C1=C(CC(C)(C)CC1=O)N2 (configuration not stated) | -0.72 |
| O=C(Nc1cccnc1)c1cc2c(ccc3ccccc32)o1 | -0.39 |
| Cc1nc2c(cnn2-c2ccccc2)c(=O)n1NC(=O)Nc1ccc(Cl)c(Cl)c1 | 4.74* |
| O=S1(=O)C=C(CSc2cccs2)c2cc(Cl)ccc21 | -6.02 |
| CCOc1cc(C2c3c(oc4ccc(C)cc4c3=O)C(=O)N2Cc2ccc(C)cc2)ccc1O (configuration not stated) | 0.54 |
| O=S(=O)(NCCSc1nnnn1-c1ccccc1)c1cccs1 | 1.12 |
| Clc1ccc(SCc2ccsc2-c2ncns2)cc1 | -0.45 |
| Cc1csc2c(SCC(=O)NN)ncnc12 | -0.46 |
| CSC(SC)=C(C#N)c1ccc([N+](=O)[O-])cc1 | -0.37 |
| CN(C)/C=C(\C#N)C(=O)Nc1ccc(F)c(F)c1F | -0.45 |
| O=C(c1cccs1)N1CCN(Cc2ccc3c(c2)OCO3)CC1 | 0.63 |
| COc1cccc(C2C3=C(CCCC3=O)Nc3nc(-c4cccc(Cl)c4)nn32)c1OC (configuration not stated) | 0.72 |
| O/N=C/c1cnc(-c2ccccc2)[nH]1 | 0.23 |
| COC(=O)C(Cc1c[nH]c2ccccc12)NS(=O)(=O)c1ccc(CNC(=O)c2ccccc2)s1 (configuration not stated) | -0.97 |
| O=C(NCc1ccc(C(F)(F)F)cc1)c1cc2ccc3ccccc3c2s1 | 2.77 |
| Clc1ccc2c(c1)-c1c(cnc3cc(-c4ccccc4)nn13)CO2 | -0.04 |
| Clc1ccc2nc(-c3ccc4c(c3)OCO4)cc(-c3ccccc3)c2c1 | 0.04 |
| C/C(=N\Oc1nc(-c2ccccc2)ns1)c1cccs1 | 0.71 |
| N#Cc1c(NC(=O)COc2ccccc2)sc2c1CCCC2 | 0.4 |
| COC(=O)C(N)Cc1ccc(Cl)cc1 (configuration not stated) | -0.16 |
| N#CCCN(Cc1ccncc1)C(=S)Nc1ccc(F)cc1 | -1.48 |
| Cc1oc(-c2ccc(Cl)cc2)cc1C(=O)/C=C/N(C)C | 0.59 |
| CCOC(=O)N/N=C(\CC)c1ccccc1 | 0.06 |
| COc1ccc2c(c1OC)C(=O)OC2NN(C)c1cccc(F)c1C#N (configuration not stated) | -1.49 |
| O=c1[nH]c2ccccc2n1CCCN1CCN(C(c2ccccc2)c2ccccc2)CC1 | -0.78 |
| O=c1[nH]c(=O)n(-c2nc(-c3ccccc3)oc2-c2ccccc2)cc1Cl | -1.28 |
| COc1ccccc1-c1nnc(SCC#CCOC(=O)c2ccc(Cl)cc2)o1 | -1.23 |
| CC(C)N(C(=O)Cn1c(=O)oc2ccccc21)c1ccccc1 | -1.28 |
| O=C(Oc1ccccc1)N1CCCCC1 | 0.56 |
| Cc1onc(-c2ccccc2)c1CNS(=O)(=O)c1c(Cl)nc2sccn12 | 0.2 |
| CSc1nsc(SC)c1C(=O)Nc1nn(C)c2cccc(F)c12 | 0.56 |
| Nc1cc(-c2ccccc2)nn1-c1ccccc1 | -0.41 |
| Cc1ccc(CSc2n[nH]c(=O)n2C2CC3C=CC2C3)cc1 (configuration not stated) | -1.04 |
| Cc1cc(-c2ccccc2)n2ncc(-c3ccccc3)c2n1 | -0.04 |
| Cc1ccc(Nc2nc(-c3ccncc3)cs2)cc1C | 2.35 |
| CCOC(=O)c1nnc2c(-c3ccc(Br)cc3)c(C)nn2c1C | 0.58 |
| COC(=O)c1c(C(=O)OC)c2n(c1C)Cc1ccccc1C2 | 1.82 |
| Cn1c(NCc2ccc3c(c2)OCO3)nc2c1c(=O)n(Cc1ccccc1)c(=O)n2C | 1.69 |
| CO[C@H]1/C=C/O[C@@]2(C)Oc3c(C)c(O)c4c(O)c(c5c(c4c3C2=O)NC2(CCN(CC(C)C)CC2)N=5)=NC(=O)/C(C)=C\C=C\[C@H](C)[C@H](O)[C@@H](C)[C@@H](O)[C@@H](C)[C@H](OC(C)=O)[C@@H]1C | -0.32 |
| O=[N+]([O-])c1ccc(Sc2ccccc2)nc1Sc1ccccc1 | -1.44 |
| CCC1(c2ccccc2)C(N)=Nc2ccccc21 (configuration not stated) | 0.8 |
| c1ccc(-c2nccnc2-c2ccccc2)cc1 | 2.15 |
| CCc1ccc(C2Nc3ccccc3S(=O)(=O)N2Cc2ccccc2)cc1 (configuration not stated) | -0.85 |
| COc1ccc(Nc2nc(-c3ccccn3)cs2)c(OC)c1 | 5.31* |
| Cc1c(N)ccc2[nH]c(-c3ccc(N)cc3)nc12 | 6.3* |

Quoted at random: three records from the list.
| SMILES | Dicer inh |
| --- | --- |
| CC(C)(CC(=O)O)CC(=O)Nc1ccc(Br)c(C(F)(F)F)c1 | 0.37 |
| COc1cccc(C2C3=C(CCCC3=O)Nc3nc(-c4cccc(Cl)c4)nn32)c1OC (configuration not stated) | 0.72 |
| CCOc1ccccc1CNCCSc1nnnn1C | 1.29 |

(listing goes on)
| SMILES | Dicer inh |
| --- | --- |
| CC1=C(C)CC2C(=O)N(c3ccc(N(C)C)cc3)C(=O)C2C1 (configuration not stated) | 0.61 |
| CC1(C)Cc2cccc(C(=O)NCC3COc4ccccc4O3)c2O1 (configuration not stated) | -0.31 |
| O=C1c2oc3ccc(F)cc3c(=O)c2C(c2cccc(O)c2)N1Cc1ccc2c(c1)OCO2 (configuration not stated) | 0.33 |
| COc1ccc2c3c(cccc13)C(=O)c1ccccc1-2 | -0.76 |
| CCOC(=O)Cc1c(C(=O)OCC)sc(N)c1C#N | 0.96 |
| N#Cc1nccnc1S(=O)(=O)c1cccs1 | -1.59 |
| COC(=O)CSc1cc(C(F)(F)F)nc2ccccc12 | -1.41 |
| Cc1nc2ccccc2n1C1CC(=O)N(c2ccc(F)cc2)C1=O (configuration not stated) | 0.57 |
| Cc1cccc(NC2=NC(CO)(CO)CS2)c1 | 0.29 |
| CN(C)/C=N/S(=O)(=O)c1ccccc1 | 1.12 |
| COc1cc2ccccc2cc1C(=O)Nc1sc2c(c1C#N)CCC2 | 2.84 |
| CCCc1cc2c(=O)c(-c3ccc(C(=O)OCC)o3)coc2cc1O | 0.09 |
| O=[N+]([O-])c1cc(C(F)(F)F)ccc1Nc1ncc(C(F)(F)F)cc1Cl | -0.23 |
| Nc1ccc(S(=O)(=O)Nc2ccc(Cl)nn2)cc1 | 2.57 |
| CCOc1ccc2c(c1)-c1c(sn(-c3ccccc3OC)c1=S)C(C)(C)N2 | 0.92 |
| O=C(c1ccc(Cl)cc1Cl)n1nccc1-c1ccc(-c2ccc(F)cc2F)o1 | -0.19 |
| CCOC(=O)c1c[nH]c2c(F)ccc(F)c2c1=O | -0.84 |
| COc1ccc(NC(=O)c2sc3nc4c(cc3c2N)CCC4)cc1 | 1.01 |
| CCN(C(=O)Nc1c(-c2c(Cl)cccc2Cl)noc1C)c1ccccc1 | 1.21 |
| Cc1onc(-c2c(Cl)cccc2Cl)c1C(=O)N1CCC(C(=O)c2ccccc2)CC1 | 0.38 |
| CCC(Nc1n[nH]c(=O)[nH]c1=O)C(=O)OC (configuration not stated) | 3.22* |
| C#CCOc1cccc2oc(CCC)cc(=O)c12 | -0.2 |
| Cc1nn(-c2ccccc2)c2oc(=O)cc(C(F)(F)F)c12 | -1.31 |
| Cc1ccc(-c2nnc(NCc3ccccc3)c3ccccc23)cc1S(=O)(=O)NCc1cccnc1 | -1.17 |
| O=S(=O)(/N=C(\NNC(=S)Nc1cccc(F)c1)N1CCCC1)c1ccccc1 | -0.29 |
| CC(C)(C)NC(=O)Cn1ccc(C(F)(F)F)n1 | 0.08 |
| COc1cc2c(cc1OC)C(C)N(C(=S)Nc1cc(Cl)ccc1Cl)CC2 (configuration not stated) | 1.43 |
| CC(C)(C)c1cc(N/C=C/C(=O)c2ccc(Cl)cc2)no1 | 1.55 |
| Cc1cc(Oc2ccnc3cc(Cl)ccc23)ccc1Cl | 28.8* |
| O=[N+]([O-])c1cc(Cl)ccc1S(=O)(=O)c1ccccc1 | -0.87 |
| COC(=O)/C=C(/Sc1cc(C)c(Cl)cc1C)C(=O)OC | -6.89 |
| Nc1nc2c(nc(NCCCN3CCOCC3)n2[C@H]2O[C@@H](CO)[C@H](O)[C@@H]2O)c(=O)[nH]1 | 3.48* |
| CC(NC(=O)C1(c2ccccc2)CCCC1)C1COc2ccccc2O1 (configuration not stated) | -1.71 |

A portion taken from the entries so far:
| SMILES | Dicer inh |
| --- | --- |
| N#Cc1nccnc1S(=O)(=O)c1cccs1 | -1.59 |
| COC(=O)CSc1cc(C(F)(F)F)nc2ccccc12 | -1.41 |
| Cc1nc2ccccc2n1C1CC(=O)N(c2ccc(F)cc2)C1=O (configuration not stated) | 0.57 |
| Cc1cccc(NC2=NC(CO)(CO)CS2)c1 | 0.29 |
| CN(C)/C=N/S(=O)(=O)c1ccccc1 | 1.12 |
| COc1cc2ccccc2cc1C(=O)Nc1sc2c(c1C#N)CCC2 | 2.84 |
| CCCc1cc2c(=O)c(-c3ccc(C(=O)OCC)o3)coc2cc1O | 0.09 |
